Screening data deposited in PubChem BioAssay by National Center for Advancing Translational Sciences (NCATS).
Nrf2 block: blocks Nrf2 signaling; A549 ARE-Fluc reporter, luciferase luminescence, 18-24 h; Potency, µM (titrated, usually from 46 µM), for the others: top-dose activity change, negative = inhibition, most hits filed as inhibitors; 360,000 tested, 2.1% active; also: % is scaled to controls: 0 for no effect and ±100 for the full control effect; nearly all actives have a fitted effect of over 60% in size
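Nrf2 activity is the BugLite luminescence, read 15 min after reagent at room temperature, following CellTiter-Fluor cytotoxicity readout (30 min, 37C). Compound titrations were applied for 18-24 h to 5000 A549 ARE_Fluc cells/well in 5% FBS OPTI-MEM.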
EPAC2 antag: EPAC2 (human) antagonism | Q8WZA2 | EPAC2 GEF exchange of Rap1B-BODIPY-GDP, fluorescence | Potency, µM (doses to about 114 µM), inactives show at the top dose activity, negative = inhibition, actives largely listed as inhibitors | 360,000 tested, 0.18% active | AID 720708; also: % is scaled to controls: 0 for no effect and ±100 for the full control effect; nearly all actives have a fitted effect of over 45% in size; many of its hits are not listed in these tables
Target sequence (Q8WZA2 whole entry, looked up): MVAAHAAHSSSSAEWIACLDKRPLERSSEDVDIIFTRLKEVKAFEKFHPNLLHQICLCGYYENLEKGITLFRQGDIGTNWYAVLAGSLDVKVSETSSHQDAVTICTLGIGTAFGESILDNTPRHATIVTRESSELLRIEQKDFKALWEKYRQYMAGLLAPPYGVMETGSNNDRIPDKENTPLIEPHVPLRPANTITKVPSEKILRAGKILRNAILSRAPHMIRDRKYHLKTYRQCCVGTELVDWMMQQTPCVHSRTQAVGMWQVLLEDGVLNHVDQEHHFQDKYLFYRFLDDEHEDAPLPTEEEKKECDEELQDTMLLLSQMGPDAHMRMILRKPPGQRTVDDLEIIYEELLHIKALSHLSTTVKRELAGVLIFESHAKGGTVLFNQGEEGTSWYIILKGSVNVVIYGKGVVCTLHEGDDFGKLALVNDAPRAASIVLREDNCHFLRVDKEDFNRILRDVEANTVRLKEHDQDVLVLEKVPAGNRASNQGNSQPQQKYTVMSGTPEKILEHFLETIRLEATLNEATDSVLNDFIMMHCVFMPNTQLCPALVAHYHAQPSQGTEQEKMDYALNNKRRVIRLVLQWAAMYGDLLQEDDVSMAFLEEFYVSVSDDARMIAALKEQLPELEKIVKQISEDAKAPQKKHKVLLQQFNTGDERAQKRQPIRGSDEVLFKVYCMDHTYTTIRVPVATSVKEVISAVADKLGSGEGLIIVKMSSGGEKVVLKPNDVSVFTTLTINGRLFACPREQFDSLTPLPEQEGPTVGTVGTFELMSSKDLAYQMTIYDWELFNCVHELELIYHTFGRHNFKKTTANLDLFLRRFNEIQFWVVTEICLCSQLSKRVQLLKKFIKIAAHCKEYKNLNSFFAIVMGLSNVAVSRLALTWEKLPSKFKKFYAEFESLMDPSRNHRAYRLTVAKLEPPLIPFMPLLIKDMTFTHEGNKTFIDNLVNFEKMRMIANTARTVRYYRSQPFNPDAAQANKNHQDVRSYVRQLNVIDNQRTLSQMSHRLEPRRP
Nrf2 activator: activates Nrf2 signaling. AREc32 ARE-luciferase reporter (MCF7-derived line), luminescence, 24 h. Potency, µM (series often up to 46.1 µM), without a hit: at the top dose activation, actives largely listed as activators. 410,000 tested, 0.31% active. AID 624171; also: % of control where 0% means no effect; nearly all actives have a fitted effect of over 65% in size
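Steps: seed AREc32_Fluc cells (1000/well, 5% FBS OPTI-MEM); incubate overnight at 37 deg C; add 23 nL compound; incubate 24 hr; add Steady-Glo; hold 30 min RT; read luminescence.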
TGFb inhibitor: blocks TGF-b signaling; 410,000 tested, 1.2% active; AID 588855; HepG2 CAGA-GFP TGF-b/SMAD3 reporter, GFP fluorescence, 18 h; TGF-beta stimulated, 500 pg/mL final; Potency, µM (highest dose often 46.1 µM), for the others: at the highest dose activity, negative = inhibition, usual class: inhibitors; also: % is scaled to controls: 0 for no effect and ±100 for the full control effect; nearly all actives have a fitted effect of over 65% in size
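First, reporter cells (HEPG2 CAGA-GFP) rested 2 h at 37 degrees C. Next, compounds were pinned in and TGF-beta added to 500 pg/mL final. After 18 h, GFP was imaged per cell and summed per well.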
MCF10A rerep: DNA re-replication induction in MCF 10a cells | Potency, µM (doses to about 46.1 µM), for inactives: at the highest dose activity, positive = re-replication, actives largely listed as activators | MCF 10A DNA re-replication, Hoechst nuclear intensity, 48 h | 350,000 tested, 2.9% active | AID 624296; also: % of control where 0% means no effect; nearly all actives have a fitted effect of over 50% in size
HepG2 tox: HepG2 cytotoxicity, counter-screen for TGF-b inhibitors; HepG2 CAGA-GFP viability, ATP luminescence, 18 h; Potency, µM (top dose mostly 46.1 µM), for inactives: top-dose activity change, negative = cytotoxicity, usual class: cytotoxic; 410,000 tested, 0.76% active; AID 588856; also: some results filed as inactive show a strong effect at the top dose
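HepG2 CAGA-GFP cells (1000/well, DMEM with 1% FBS) received compound, then TGF-beta at 500 pg/mL final, and were incubated 18 hours at 37 degrees C. Viability was read by CellTiter-Glo luminescence. Media-only wells were set as complete cell-killing and DMSO as no toxicity.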
ATXN2 expr inh: ATXN2 expression inhibition; AID 1745845; HEK-293 ATXN2-luciferase reporter, luminescence, 24 h; 360,000 tested, 0.72% active; Potency, µM (series often up to 57 µM), inactives show at the highest dose activity change, negative = inhibition, hits mostly inhibitors; also: % is scaled to controls: 0 for no effect and ±100 for the full control effect; nearly all actives have a fitted effect of over 55% in size
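ATXN2-luciferase reporter cells (luciferase flanked by upstream and downstream ATXN2 gene portions) were treated 24 h at 37 °C with compounds at up to 57 uM. SteadyGlo luminescence gave expression; GF-AFC fluorescence gave viability.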
A549 viability: A549 cytotoxicity, counter-screen for Nrf2 inhibitors. AID 504648. A549 ARE-Fluc cells, CellTiter-Fluor viability, 18-24 h. Potency, µM (doses to about 46 µM), for inactives: at the top dose activity change, negative = cytotoxicity, most hits filed as inhibitors. 390,000 tested, 0.16% active; also: % is scaled to controls: 0 for no effect and ±100 for the full control effect
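Cytotoxicity counterscreen: CellTiter-Fluor fluorescence was measured in A549 ARE_Fluc cells after 18-24 h of compound exposure in a concentration series. The subsequent BugLite luminescent read reports ARE-luciferase activity.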
ATXN viability: cell viability loss in ATXN counter-screen | 400,000 tested, 0.49% active | S2 cells (HEK-293 line with an ATXN2-luciferase reporter) viability, CellTiter-Fluor protease fluorescence, 24 h | Potency, µM (titrated, usually from 56.7 µM), usual class: cytotoxic; also: nearly all actives have a fitted effect of over 40% in size
Starred values were filed as active, the others as inactive; i = inactive; ? = inconclusive; . = no result given; [ ] = remark or other dose. Calls follow the shape of the dose curve; as a rule, active = well fitted curve in the direction sought with a large enough effect; inconclusive = small, poorly fitted or top-dose-only effect, or another doubt; inactive = no such curve, though single readings can be large; an effect the other way counts as inactive or inconclusive. Potency is read from the fitted curve at half-maximal effect. This is a subset; the hit share may differ from the screen's.

SMILES	Nrf2 block	EPAC2 antag	Nrf2 activator	TGFb inhibitor	MCF10A rerep	HepG2 tox	ATXN2 expr inh	A549 viability	ATXN viability
CCn1c(SCc2ccccc2Cl)nc2ccccc21	.	-22.5%	0.0%	0.4%	?	-6.2%	45.1%[activator]	0.0%	i
CSCCC(NC(=O)c1ccccc1)C(=O)N1CCN(C(C)=O)CC1 (configuration not stated)	-4.6%	12.0%	0.2%	10.9%	-6.2%	7.2%	-8.6%	0.7%	i
CCc1ccc(-n2nc(CO)c(C(=O)NCCCc3ccccc3)n2)cc1	21.6%	.	2.4%	-9.3%	.	3.9%	.	4.2%	.
CCc1ccc(C(=O)c2cn(CC(=O)Nc3ccc4c(c3)OCO4)c3ccc(CC)cc3c2=O)cc1	10.4%	.	3.4%	?	.	-0.4%	9.2%	0.9%	i
COc1cccc(CNc2ncnc3c2nnn3C)c1	.	.	1.7%	0.5%	.	-11.3%	.	2.9%	.
CC(C)Cn1cnc2c(c(-c3ccccc3)c(-c3ccccc3)n2Cc2ccco2)c1=N	-20.5%	-6.8%	3.1%	?	?	12.6µM*	-37.7%	23.1µM*	?
COc1cc2c(cc1OC)/C(=C/C(=O)c1ccc(F)cc1)NCC2	-15.4%	-10.1%	7.8%	-10.9%	9.2%	-20.8%	0.1%	-11.6%	i
Cc1ccccc1OCc1n[nH]c(=S)n1Cc1ccccc1	-19.2%	-1.3%	0.2%	2.2%	?	7.1%	0.7%	5.5%	i
CN1CC(c2ccc(C#N)cc2)C2(COc3ccccc3C2=O)C12C(=O)Nc1ccccc12 (configuration not stated)	?	-9.6%	0.3%	-17.7%	6.9%	-81.0%	-18.5%	-8.7%	i
Nc1[nH]c(C(=O)c2ccc(Br)cc2)c(-c2ccc(Br)cc2)c1C(=O)NCCc1c[nH]c2ccccc12	.	?	-0.2%	.	.	.	-28.3%	.	?
CCCc1cc(=O)[nH]c(SCC(=O)N2CCN(S(=O)(=O)c3ccc(Cl)cc3)CC2)n1	?	13.7%	-0.2%	-6.0%	7.0%	13.1%	7.0%	-1.0%	i
Cc1nnsc1Sc1cccc(C(F)(F)F)c1	-2.2%	10.1%	-0.2%	6.3%	-5.5%	-1.4%	-3.3%	-6.5%	i
Cc1ccc(C(=O)NC(C)c2ccc(S(N)(=O)=O)cc2)s1 (configuration not stated)	0.4%	0.0%	0.3%	-2.3%	-4.7%	-6.3%	-6.4%	-3.0%	i
COc1ccccc1N(C(C)=O)c1nc(C)cc(C)c1C#N	-4.6%	7.8%	2.5%	-3.1%	-2.4%	-1.1%	-1.6%	-11.9%	?
C#CCNc1ccc([N+](=O)[O-])cc1	-4.6%	3.6%	-0.1%	-4.9%	-0.8%	13.8%	-0.5%[11.3 µM]	-10.3%	i
N#Cc1c(/N=C/c2cccs2)sc2c1CCC2	?	-0.6%	7.9%	-4.3%	2.2%	-27.4%	53.9%[activator]	-6.2%	i
O=C(NC1CC1)c1ccc(-c2cnc3cccnn23)cc1	.	-2.8%	-0.2%	15.1%	.	0.3%	37.2%[activator]	.	i
N#Cc1c(-c2ccc(Cl)cc2)c(-c2ccc(Cl)cc2)nn(CCOC(=O)CCC(=O)O)c1=O	1.2%	4.5%	0.2%	?	1.84µM*	-2.6%	-10.0%	-10.1%	?
CCOC(=O)C(=O)Nc1sc(C(=O)N(CC)CC)c(C)c1C#N	3.3%	3.9%	-0.6%	0.0%	1.1%	16.5%	-6.3%	3.4%	i
O=C(NCCCNC(=O)c1cnccn1)c1ccc(Cl)c(Cl)c1	1.7%	-10.1%	0.5%	-8.7%	18.0%	2.2%	0.9%	2.2%	i
CCc1nc2ccc(C(=O)N3CCN(C(C)=O)CC3)cn2c1N(C=O)Cc1ccc(OC)cc1	.	7.5%	0.4%	3.2%	.	3.9%	15.0%	.	i
O=C1NC(c2ccc3c(c2)OCO3)Nc2ccccc21 (configuration not stated)	.	13.0%	5.4%	0.0%	?	-13.6%	1.3%	-22.7%	?
O=C(Nc1ccc2oc(-c3cc(Br)ccc3Cl)nc2c1)c1ccc2ccccc2c1	-26.4%	.	9.7%	-22.5%	.	-19.7%	-5.2%	-4.7%	i
O=C(CN1CCN(c2ncccn2)CC1)N1CCc2ccccc21	15.4%	-10.9%	3.1%	-2.9%	0.6%	-8.4%	9.2%	4.3%	i
Cn1c(-c2ccc[nH]c2=O)nc2cc(Cl)ccc21	9.9%	-4.8%	-0.4%	9.0%	-1.8%	-2.2%	2.7%	7.2%	i
CCN(Cc1cc2cc(C)ccc2[nH]c1=O)S(=O)(=O)c1ccccc1	?	-0.8%	-0.7%	-2.0%	5.0%	-15.2%	-6.5%	-8.3%	i
COc1cc(NC(=O)COC(=O)CNS(=O)(=O)c2ccc(F)c(F)c2F)cc(OC)c1	-11.5%	-4.9%	1.8%	-14.6%	-5.0%	-12.6%	1.1%	-0.8%	i
COc1ccc(/C=N/NC(=O)CCn2nc(C)cc2C)cc1O	4.5%	-2.6%	3.7%	4.9%	1.1%	-5.6%	0.2%	1.7%	i
CCC1(c2ccccc2)NC(=O)N(CC(=O)Nc2ccc(S(N)(=O)=O)cc2)C1=O (configuration not stated)	15.3%	-3.3%	-0.8%	-4.9%	-5.0%	4.7%	-15.8%	-0.8%	i
CCOC(=O)C1CCN(C(=O)CCNS(=O)(=O)c2cc(Br)cnc2N)CC1	1.3%	3.1%	-0.7%	2.0%	1.1%	15.4%	-1.6%	-8.4%	i
CC(C)C(=O)Nc1ccc2oc(-c3cc(F)c(F)cc3Cl)nc2c1	?	1.1%	0.2%	4.4%	8.4%	12.3%	3.4%	-9.7%	i
Cc1nc(SCC(=O)NCC2COc3ccccc3O2)c2c(C)c(C)sc2n1 (configuration not stated)	20.6µM*	-2.9%	0.0%	-8.6%	?	-20.5%	?	0.8%	i
O=C(O)c1cc(NC(=O)c2ccc([N+](=O)[O-])cc2)cc(NC(=O)c2ccc([N+](=O)[O-])cc2)c1	-0.7%	-8.9%	0.6%	7.8%	-1.6%	-7.8%	28.4%	-3.7%	i
COC(=O)[C@@]1(Cc2ccccc2)[C@H]2C(=O)N(C)C(=O)[C@H]2[C@H]2CN=C(SCc3ccc(C#N)cc3)N21	6.3%	-5.2%	0.9%	-12.4%	-15.4%	1.4%	9.7%	-6.9%	?
COC(=O)CSC1=C(C#N)C(c2ccccc2)CC(=O)N1 (configuration not stated)	?	-2.9%	-0.3%	-3.5%	?	-1.6%	-8.4%	-14.1%	i
O=C1CC(c2nc(-c3cccc(Cl)c3)no2)CN1c1ccc2c(c1)OCCO2 (configuration not stated)	?	.	4.7%	13.3%	.	13.4%	1.3%	-6.0%	i
Cc1cc2oc(=O)cc(CN3CCCCC3C)c2cc1C (configuration not stated)	-7.5%	-26.3%	-0.5%	6.3%	11.8%	-7.3%	0.0%	-7.8%	i
Cn1nnnc1SCC(=O)Nc1ccc(Cl)cn1	10.6%	2.3%	-0.3%	-12.2%	-3.8%	1.1%	-3.3%	-0.1%	i
CCN(CC)CCCNC(=O)c1cn(C)c2ccc(S(=O)(=O)N3CCOCC3)cc2c1=O	6.0%	.	-0.4%	0.2%	.	21.9%	1.6%	2.4%	i
Cc1noc(C)c1C(=O)Nc1nc(C23CC4CC(CC(C4)C2)C3)cs1	?	-2.5%	0.0%	-2.6%	?	-77.2%	-12.2%	7.9%	i
NC(=O)CC(NC(=O)c1cccc(Br)c1)c1ccc(NC2CCC2)c([N+](=O)[O-])c1 (configuration not stated)	-13.1%	6.6%	-1.0%	3.6%	-23.2%	-0.1%	14.3%	-9.7%	i
CC[n+]1c(C)sc2c(C)cc(C)cc21	?	2.6%	-0.1%	-5.4%	11.3%	-13.0%	-15.9%	-9.9%	i
O=C(CCC1N=C2c3ccccc3N=C(SCC(=O)NCC3CCCO3)N2C1=O)NCc1ccc(F)cc1 (configuration not stated)	0.3%	31.6%[activator]	0.2%	14.7%	-1.5%	1.4%	.	-6.0%	i
Cc1cc(C)cc(NC(=O)Cn2c(=O)n(-c3ccc(C)c(C)c3)c(=O)c3oc4ccccc4c32)c1	3.0%	.	0.5%	-12.1%	.	-14.8%	.	-3.2%	.
S=C1c2ccccc2CN1c1ccccc1	14.6%	-7.6%	0.7%	-15.3%	2.0%	16.8%	22.8%	-1.1%	i
O=C(Nc1ccc([N+](=O)[O-])cc1)c1cccc(S(=O)(=O)Nc2ccccn2)c1	-6.8%	0.6%	-1.0%	9.0%	-33.2%[inhibitor]	-2.8%	-27.1%	0.1%	i
COc1ccc(S(=O)(=O)N2CCCCCC2)cc1NC(=O)CCCOc1ccccc1	-1.8%	8.8%	0.0%	2.9%	-2.2%	-1.4%	.	10.5%	i
COc1ccc2[nH]cc(CCN=C(NC(=O)c3ccccc3F)Nc3nc(C)cc(C)n3)c2c1	-0.9%	.	0.3%	29.8%	.	0.2%	31.6%[activator]	-8.4%	i
Cc1c(C)n(Cc2ccccc2)c2ccc(C(=O)NCc3ccccc3F)cc12	?	.	0.0%	0.0%	.	-17.4%	.	9.0%	.
COc1ccc(NC(=O)c2cc3ccccc3oc2=O)cc1	.	-0.9%	2.5%	-4.1%	.	10.3%	.	.	i
Cc1ccc(CNC(=O)C2CCN(c3ncnc4c3nc3n4CCCCC3)CC2)cc1	?	.	0.4%	-14.1%	.	-4.9%	.	13.9%	.

At a glance, part of the list above:
SMILES	Nrf2 block	EPAC2 antag	Nrf2 activator	TGFb inhibitor	MCF10A rerep	HepG2 tox	ATXN2 expr inh	A549 viability	ATXN viability
Cc1c(C)n(Cc2ccccc2)c2ccc(C(=O)NCc3ccccc3F)cc12	?	.	0.0%	0.0%	.	-17.4%	.	9.0%	.
COc1ccc(NC(=O)c2cc3ccccc3oc2=O)cc1	.	-0.9%	2.5%	-4.1%	.	10.3%	.	.	i
Cc1ccc(CNC(=O)C2CCN(c3ncnc4c3nc3n4CCCCC3)CC2)cc1	?	.	0.4%	-14.1%	.	-4.9%	.	13.9%	.
